STK33 inh: blocks human STK33 kinase activity | Q9BYT3 | inhibition, % at 10 µM | hit rate 0.073% among 320,000 | AID 2661 | purified STK33, MBP phosphorylation, ADP-Glo luminescence;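 active = inhibition at or above 25%, using the most active replicate where run in duplicate; inactive = inhibition below 25%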
Target sequence (Q9BYT3 whole entry, looked up): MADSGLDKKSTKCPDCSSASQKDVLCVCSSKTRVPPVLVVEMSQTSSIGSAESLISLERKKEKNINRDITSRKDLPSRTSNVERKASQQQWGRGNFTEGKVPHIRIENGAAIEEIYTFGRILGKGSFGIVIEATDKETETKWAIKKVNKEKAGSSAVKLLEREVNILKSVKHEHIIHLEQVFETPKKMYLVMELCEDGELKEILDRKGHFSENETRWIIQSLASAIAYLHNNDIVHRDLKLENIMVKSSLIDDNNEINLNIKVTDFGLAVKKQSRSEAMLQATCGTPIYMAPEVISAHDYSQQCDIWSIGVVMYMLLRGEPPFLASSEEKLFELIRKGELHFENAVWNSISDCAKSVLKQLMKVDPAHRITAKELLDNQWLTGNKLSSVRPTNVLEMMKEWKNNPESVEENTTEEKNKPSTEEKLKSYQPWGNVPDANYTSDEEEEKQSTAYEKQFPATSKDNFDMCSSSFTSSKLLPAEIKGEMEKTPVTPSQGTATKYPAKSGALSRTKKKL
OX1R antag: antagonists of human orexin 1 receptor (OX1R); hit rate 1.8% among 330,000; inhibition, % at 6.6 µM; O43613; OX1R-expressing cells, FRET antagonist read-out; AID 485270; in the data active = inhibition mostly above about 38%, no sharp cut-off; inactive = mostly below about 40%;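 note: 0% = agonist challenge alone and 100% = reference antagonist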
Target sequence (O43613 whole entry, looked up): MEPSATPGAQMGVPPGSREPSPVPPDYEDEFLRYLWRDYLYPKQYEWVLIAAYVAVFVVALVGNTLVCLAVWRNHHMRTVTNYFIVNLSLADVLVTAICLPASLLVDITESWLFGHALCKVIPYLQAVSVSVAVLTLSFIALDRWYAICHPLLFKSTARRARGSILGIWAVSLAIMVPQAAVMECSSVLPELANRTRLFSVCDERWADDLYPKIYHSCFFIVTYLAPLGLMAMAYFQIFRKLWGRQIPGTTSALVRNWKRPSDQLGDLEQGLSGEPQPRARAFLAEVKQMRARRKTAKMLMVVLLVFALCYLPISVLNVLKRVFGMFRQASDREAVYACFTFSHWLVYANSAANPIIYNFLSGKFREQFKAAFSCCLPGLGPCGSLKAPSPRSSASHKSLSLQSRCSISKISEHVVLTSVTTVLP
Active calls of the source: *; / = no result given. This is a random part of the collection. Share with any hit: about 1.8%.

SMILES | STK33 inh | OX1R antag
Cc1ccc[n+](CC(=O)N2CCCCC2)c1C | -0.1 | 5.0
CCOc1ccccc1N(CC(=O)Nc1ccccc1C(=O)N1CCOCC1)S(C)(=O)=O | -1.1 | 21.1
COC(=O)c1ccccc1NC(=O)c1nc2nc(C)cc(C(F)F)n2n1 | -0.5 | 11.3
O=C(O)c1ccc(CSc2nnc(-c3ccccc3Br)o2)cc1 | -0.6 | -1.0
CCC(C(=O)OCC(=O)Nc1c(Cl)cc(Cl)cc1Cl)c1ccccc1 (stereo unspecified) | -1.2 | 8.1
O=C(NCc1ccccc1)c1c(F)c(F)c(F)c(F)c1F | 0.9 | 34.1
Cc1ccc(NC(=O)c2nc(S(=O)(=O)Cc3ccccc3)ncc2Cl)cc1 | -0.4 | 11.5
NC(=O)CC[C@@H]1NC(=O)[C@@H]2CCCN2C(=O)c2cc([N+](=O)[O-])cc(F)c2NCCC[C@@H](C(N)=O)NC1=O | -1.6 | 29.9
CCCCOc1ccc(C2/C(=C(/O)c3ccc4c(c3)CC(C)O4)C(=O)C(=O)N2CCCN2CCOCC2)cc1OC (stereo unspecified) | -0.7 | 12.9
CCCCn1c(N)c(N(Cc2ccccc2OC)C(=O)CCSC)c(=O)[nH]c1=O | -0.6 | /
O=C(COC(=O)c1cc2c(s1)CCCC2)Nc1ccc(Cl)cn1 | -0.5 | 5.5
O=C(Nc1cc(F)c(Br)cc1F)c1ccc(Cl)cc1 | 0.7 | 12.2
COc1ccc(N(CC(=O)NCc2ccc(F)cc2)C(=O)c2snc(C(N)=O)c2N)cc1 | 0.3 | 26.2
O=C(NC1CCCC1)C(c1ccncc1)N(Cc1ccccc1F)C(=O)c1csnn1 (stereo unspecified) | 0.3 | 16.0
CCCC(=O)Nc1ccc2c(c1)nc(CCN1CCCCC1)n2C | -1.1 | 12.6
O=C(/C=C1\SC(=O)NC1=O)Nc1ccc(C(=O)O)cc1 | -1.0 | 35.6
CN(CCCNC(=O)CSc1cc(=O)n(C)c2cc(Cl)ccc12)Cc1ccccc1 | -0.2 | 17.7
N#Cc1ccc(CSc2nnc(-c3ccccc3)n2Cc2ccco2)cc1 | -0.8 | 6.7
Cc1ccc(CNc2ccc(N3CCN(C)CC3=O)cc2)cc1 | 1.4 | 2.7
CSc1ccc(COC(=O)c2cc([N+](=O)[O-])ccc2N2CCOCC2)cc1 | -2.0 | 17.3
COc1cccc(CNC(=O)C2CCC(CNS(=O)(=O)c3cccc4cccnc34)CC2)c1 (stereo unspecified) | 0.1 | 18.9
COc1cc(NS(=O)(=O)c2ccc3c(c2)NC(=O)CO3)cc(OC)c1 | -0.5 | 28.7
CCOC(=O)N1CCC(NC(=O)c2cc(-c3ccc(OC)cc3)nc3ccccc23)CC1 | -1.0 | 16.4
O=C(CSc1nncs1)N1CCN(C(=O)c2ccco2)CC1 | -1.4 | 14.1
COc1cc(C(=O)Nc2ccccc2C(=O)Nc2ccccn2)cc(OC)c1OC | 3.7 | 17.2
Continuation:
SMILES | STK33 inh | OX1R antag
O=S(=O)(/N=C(/Nc1ccc(F)cc1F)c1ccccc1)c1ccc(Br)cc1 | -1.1 | 5.7
CCCn1c(=N)n(CCOc2ccc(OC)cc2)c2ccccc21 | -1.7 | 16.5
O=C(O)c1cccc(N2C(=O)CSC2=S)c1 | -0.6 | 3.0
Cc1ccc(C)c(NS(=O)(=O)c2cc(C(=O)Nc3ccccc3-c3ccccc3)ccc2C)c1 | -0.5 | 27.5
O=C(CSCc1ccccc1Cl)NN1C(=O)c2ccccc2C1=O | -0.2 | 13.1
COc1ccc(CNCC(O)COCc2cccs2)cc1 (stereo unspecified) | -1.0 | 7.9
Cc1nn(C(C)C)c(C)c1CN1CCC(C(=O)Nc2cccc(-c3cccc(F)c3)c2)CC1 | 0.4 | 8.6
COc1cc2c(cc1OC)C(c1cccc(Cl)c1Cl)CC(=O)N2 (stereo unspecified) | -0.7 | /
Cc1ccc(/C=C2/SC(=S)N(CCC(=O)NCCCN3CCOCC3)C2=O)cc1 | -2.1 | 49.7
COC(=O)c1ccc(N2CCN(S(=O)(=O)c3ccc4ccccc4c3)CC2)c([N+](=O)[O-])c1 | -0.7 | 46.4
O=C(CCc1nnc(-c2ccc3c(c2)OCO3)o1)NC(c1cccnc1)C(F)(F)F (stereo unspecified) | -0.6 | 7.0
COc1ccc(Br)cc1/C=C/c1ccc2cccc(O)c2n1 | -4.8 | -4.9
COCCn1c(-c2ccc(NC(C)=O)cc2)nc2c1c(=O)[nH]c(=O)n2CC(C)C | 2.9 | 32.2
CCOC(=O)C[C@H]1c2ccc(C(F)(F)F)cc2S(=O)(=O)N1c1ccccc1 | -1.6 | 14.9
COC(=O)[C@@H]1Cc2c([nH]c3ccccc23)C2CCC(=O)N21 (stereo partly specified) | -0.3 | /
CCNC(=O)COc1ccc(/C=C2\COc3ccccc3C2=O)cc1OC | 4.2 | 16.3
Cc1cc(C)cc(OCC(=O)OCC(=O)Nc2cc(S(=O)(=O)N3CCOCC3)ccc2C)c1 | -0.2 | 0.3
Cc1cc(N/N=C/c2ccccc2O)c2ccccc2n1 | 1.8 | 12.1
O=C1CCCCN1CC(=O)N1CCCC(N2CCN(c3ccccc3F)CC2)C1 (stereo unspecified) | -0.6 | 10.7
Cc1ccc(S(=O)(=O)NCCN2CCOCC2)s1 | 0.3 | 21.2
COc1ccc(OCc2cc(C(=O)NC(C)c3cnn(C)c3)no2)c(Cl)c1 (stereo unspecified) | -2.3 | 9.3
Cc1nc(SCC(=O)Nc2nc3ccccc3s2)c(C#N)c(C)c1C | -0.8 | 53.2*
COc1ccccc1-c1nn(-c2ccccc2)cc1C(=O)NC1CC1 | -0.4 | 6.3
Cc1ccc(O)c(-c2cc(-c3ccc(F)cc3)no2)c1 | -1.7 | 13.0
Cc1ccc(NS(=O)(=O)c2ccc3c(c2)n(C)c(=O)n3C)c(C)c1 | -0.5 | -2.6

6 of the entries above in order of their number in OX1R antag, rising:
Structure | STK33 inh | OX1R antag
O=C(CCc1nnc(-c2ccc3c(c2)OCO3)o1)NC(c1cccnc1)C(F)(F)F (stereo unspecified) | -0.6 | 7.0
Cc1nn(C(C)C)c(C)c1CN1CCC(C(=O)Nc2cccc(-c3cccc(F)c3)c2)CC1 | 0.4 | 8.6
Cc1ccc(S(=O)(=O)NCCN2CCOCC2)s1 | 0.3 | 21.2
COC(=O)c1ccc(N2CCN(S(=O)(=O)c3ccc4ccccc4c3)CC2)c([N+](=O)[O-])c1 | -0.7 | 46.4
Cc1ccc(/C=C2/SC(=S)N(CCC(=O)NCCCN3CCOCC3)C2=O)cc1 | -2.1 | 49.7
Cc1nc(SCC(=O)Nc2nc3ccccc3s2)c(C#N)c(C)c1C | -0.8 | 53.2*

New compounds follow
SMILES | STK33 inh | OX1R antag
COc1ccccc1CNC(=O)COC(=O)c1ccc(C)c(S(=O)(=O)N2CCCCC2)c1 | 0.5 | 25.8
CCc1cccc(CC)c1NC(=O)Cn1c(-c2ccccc2Cl)nc2ccccc21 | -2.2 | 13.9
CC(C)Cn1c(N)c(C(=O)COC(=O)CCNS(=O)(=O)c2ccccc2)c(=O)n(C)c1=O | -1.4 | 98.6*
COc1cccc2c(=O)c(SC(F)(F)C(F)C(F)(F)F)c(C)[nH]c12 (stereo unspecified) | -0.4 | 14.3
O=C(CCCOC(=O)c1cccnc1Cl)c1ccc(Br)cc1 | 0.7 | 6.9
O=C(O)C=C1CCN(c2ncc(C(F)(F)F)cc2Cl)CC1 | -1.5 | 11.2
CC(C)C(NC(=O)c1ccccc1)C(=O)OCC(=O)N1CCCCC1 (stereo unspecified) | -1.1 | 3.6
CCn1ncc(C(=O)Nc2cccc(Cl)c2)c1C | -0.4 | 26.9
O=C(CSc1ccccn1)c1ccc(F)cc1 | -1.9 | 0.6
COc1ccccc1/C=C/CN1CCC(n2nccc2NC(=O)CCc2ccccc2)CC1 | 0.3 | 14.0
O=C(Nc1cccnc1)C12CC3CC(CC(C3)C1)C2 | -1.0 | 9.7
O=S(=O)(c1cccc(F)c1)N1CCN(Cc2ccc3c(c2)OCO3)CC1 | -0.4 | 15.4
CC(C)(C)c1ccc(C(=O)NCCn2c(N)c(C#N)c3nc4ccccc4nc32)cc1 | -1.0 | 4.8
CCOC(=O)C1=C(C)NC(C)=C(C(=O)OCC)C1C(=O)OCC(=O)NCCc1ccccc1 | -0.7 | 6.9
Cc1ccccc1CCN(C(=O)c1csnn1)C(C(=O)NC1CCCC1)c1ccco1 (stereo unspecified) | -1.1 | 40.2
CCOC(=O)CNC(=O)CSc1nnc(SCC(=O)NCC(=O)OCC)s1 | -1.4 | 1.4
COc1ccccc1-c1ccc(SCC(=O)N2CCOCC2)nn1 | -1.6 | 15.3
O=C(NNC(=O)c1ccncc1)Nc1ccccc1 | 1.1 | 9.8
COC(=O)c1sc(NC(=O)c2ccco2)c(C#N)c1C | 0.5 | 10.6
CC(=O)Nc1ccc(/C=C2\CCc3ccccc3C2=O)cc1 | 5.6 | 0.4
Cc1ccc(C)c(Cn2nnc3c(=O)[nH]c(C4CCCN(C(=O)CC(C)C)C4)nc32)c1 (stereo unspecified) | 0.8 | 9.1
CCCCC(=O)Nc1ccc(NC(=O)c2ccccc2[N+](=O)[O-])cc1OC | -0.2 | 25.7
O=C(/C=C/c1ccccc1)NCCC1=CCCCC1 | 1.5 | 13.1
O=C(NNC(=O)C1CCN(c2ncccn2)CC1)c1ccc(Cl)cc1 | -0.4 | 2.2
COc1ccccc1C1NC(=O)CCC1[N+](=O)[O-] (stereo unspecified) | -1.1 | 1.8
More structures:
SMILES | STK33 inh | OX1R antag
O=c1[nH]c2ccccc2c(=O)n1Cc1ccccc1 | -0.5 | 20.6
COc1ccc(N2CC(C(=O)N3CCC4(CC3)CC(=O)c3ccccc3O4)CC2=O)cc1 (stereo unspecified) | -0.5 | 10.2
CO/N=C/C(=N\Nc1ccccc1)C(=O)c1ccccc1 | 1.2 | 25.0
O=C(Nc1ccccc1)N1CCCC1 | -0.4 | 1.0
COc1ccc(S(=O)(=O)NCc2ccccn2)c(C)c1C | -1.9 | 13.6
CC(=O)N1CCc2cc(S(=O)(=O)CCC(=O)Nc3c(C)n(C)n(-c4ccccc4)c3=O)ccc21 | -0.9 | 2.0
COc1nc(-c2cccs2)cc(-c2ccc(C)cc2)c1C#N | -1.9 | 9.5
COc1cccc(CNc2nc3ccccc3n2C)c1O | -1.7 | 7.9
COC(=O)C1CN(S(=O)(=O)c2ccc(NC(C)=O)cc2)CCS1 (stereo unspecified) | -0.7 | 5.4
COc1ccc(CN2CCN(C(=O)Cn3c(=O)oc4cc(Cl)ccc43)CC2)c(OC)c1OC | -1.1 | -1.1
CCCCCN(C(=O)CN(C)Cc1ccc(OC)cc1OC)c1c(N)n(CCCC)c(=O)[nH]c1=O | -0.5 | 26.4
CC(NC(=O)CCc1nnc(C2CCCCC2)o1)c1ccc(F)cc1 (stereo unspecified) | -0.9 | 7.1
Cc1ncc(C(=O)O)c(C(=O)O)c1N | 2.1 | -1.4
CCOc1ccccc1NC(=O)C(=O)NCC1CCCN1CC (stereo unspecified) | -0.1 | 16.1
CN(C)S(=O)(=O)c1cccc(NC(=O)c2cc3c(=O)n4ccccc4nc3s2)c1 | 0.8 | 16.9
CCCCSCc1nc2ccccn2c1Br | 0.1 | 39.0
CC1CC(c2ccccc2)n2nc(N3C(=O)c4ccccc4C3=O)nc2N1 (stereo unspecified) | -1.9 | 29.7
CCOC(=O)Cc1csc(NC(=O)c2cccnc2)n1 | -0.7 | 6.3
CCOC(=O)Cn1c(CN2CCc3ccccc3C2)nc2c1c(=O)n(C)c(=O)n2C | -0.5 | 4.5
Cc1cccc(N(Cc2nnc3n2CCCCC3)C(=O)Nc2ccccc2)c1 | -0.3 | 12.9
CCCNC(=O)Cn1cccc1C(=O)c1ccccc1 | 0.3 | 9.3
C/C(=N\NC(=O)c1nn(C)c(C)c1Br)c1cccc(NC(=O)c2ccc(F)cc2)c1 | -1.0 | 5.2
O=C(Nc1ccccc1-c1ccccc1)c1ccc(Br)o1 | 36.4* | 32.3
O=C(Nc1ccc(OC(F)(F)F)cc1)Nc1cccnc1 | -0.7 | 29.7
Cc1ccc(-n2ccnc2SCC(=O)c2c(N)n(C3CC3)c(=O)[nH]c2=O)cc1C | -1.1 | 5.3
Later entries:
SMILES | STK33 inh | OX1R antag
CCc1ccccc1N(C(C)=O)c1nc(CCl)cs1 | -3.8 | 12.4
S=C(NCCN(C1CCCCC1)C1CCCC1)Nc1cccc(Cl)c1 | -1.7 | 11.8
CC(NC(N)=O)C(=O)Nc1ccc(Cl)c(S(=O)(=O)Nc2ccc(Cl)cc2)c1 (stereo unspecified) | 0.4 | 8.4
Cc1nn2c(nc(N3CCCCC3)c3ccccc32)c1C=O | / | 15.7
Cc1cc(F)ccc1S(=O)(=O)Nc1ccccc1C(=O)NCc1ccccn1 | -1.3 | 25.9
Cc1ccc2c(c1)C1CN(C)CCC1N2S(=O)(=O)c1cc(C(F)(F)F)ccc1Cl (stereo unspecified) | 1.4 | 1.9
O=C(Nc1ccccc1C(=O)N1CCN(Cc2ccccc2)CC1)c1ccc(F)cc1 | -1.0 | 5.4
O=C(OCCN1CCCCC1)c1cccc(F)c1 | -0.3 | 6.8
CC(=O)c1ccc(N2C(=O)[C@@H]3C(C(=O)CCN4C(=O)c5ccccc5C4=O)=NN[C@@H]3C2=O)cc1 | -1.2 | 22.6
COc1ccc(CNC(=O)c2cccc3c2C(=O)N(Cc2cccnc2)C3)cc1 | 0.3 | 22.7
O=C(Cn1nnc(-c2cccs2)n1)NNC(=O)c1ccccc1Cl | -0.4 | 9.7
CC(/C=C1\SC(=O)N(CCCC(=O)O)C1=O)=C\c1ccccc1 | -2.2 | 10.6
Cc1ccc(CN2CCN(Cc3cccn3-c3ccccn3)CC2CCO)cc1 (stereo unspecified) | -1.5 | 5.7
CN1CCCN(C(=O)c2ccc(Cl)s2)CC1 | -1.3 | 8.9
COc1ccc(NC(=O)COC(=O)c2ccc3ccccc3n2)cc1 | -1.5 | 7.7

Part of the list above in order of molar mass, ascending.
SMILES | STK33 inh | OX1R antag
COC(=O)C1CN(S(=O)(=O)c2ccc(NC(C)=O)cc2)CCS1 (stereo unspecified) | -0.7 | 5.4
CSc1ccc(COC(=O)c2cc([N+](=O)[O-])ccc2N2CCOCC2)cc1 | -2.0 | 17.3
CCOC(=O)Cn1c(CN2CCc3ccccc3C2)nc2c1c(=O)n(C)c(=O)n2C | -0.5 | 4.5
